Pol kappa inh: inhibitors of human DNA polymerase kappa; Q9UBT6; purified Pol kappa, fluorescent DNA synthesis assay, 10 min; Potency, µM (titrated, usually from 107 µM), inactives show top-dose activity, negative = inhibition, actives largely listed as inhibitors; 400,000 tested, 0.53% active; AID 588579; also: % is scaled to controls: 0 for no effect and ±100 for the full control effect
Target sequence (Q9UBT6 whole entry, looked up): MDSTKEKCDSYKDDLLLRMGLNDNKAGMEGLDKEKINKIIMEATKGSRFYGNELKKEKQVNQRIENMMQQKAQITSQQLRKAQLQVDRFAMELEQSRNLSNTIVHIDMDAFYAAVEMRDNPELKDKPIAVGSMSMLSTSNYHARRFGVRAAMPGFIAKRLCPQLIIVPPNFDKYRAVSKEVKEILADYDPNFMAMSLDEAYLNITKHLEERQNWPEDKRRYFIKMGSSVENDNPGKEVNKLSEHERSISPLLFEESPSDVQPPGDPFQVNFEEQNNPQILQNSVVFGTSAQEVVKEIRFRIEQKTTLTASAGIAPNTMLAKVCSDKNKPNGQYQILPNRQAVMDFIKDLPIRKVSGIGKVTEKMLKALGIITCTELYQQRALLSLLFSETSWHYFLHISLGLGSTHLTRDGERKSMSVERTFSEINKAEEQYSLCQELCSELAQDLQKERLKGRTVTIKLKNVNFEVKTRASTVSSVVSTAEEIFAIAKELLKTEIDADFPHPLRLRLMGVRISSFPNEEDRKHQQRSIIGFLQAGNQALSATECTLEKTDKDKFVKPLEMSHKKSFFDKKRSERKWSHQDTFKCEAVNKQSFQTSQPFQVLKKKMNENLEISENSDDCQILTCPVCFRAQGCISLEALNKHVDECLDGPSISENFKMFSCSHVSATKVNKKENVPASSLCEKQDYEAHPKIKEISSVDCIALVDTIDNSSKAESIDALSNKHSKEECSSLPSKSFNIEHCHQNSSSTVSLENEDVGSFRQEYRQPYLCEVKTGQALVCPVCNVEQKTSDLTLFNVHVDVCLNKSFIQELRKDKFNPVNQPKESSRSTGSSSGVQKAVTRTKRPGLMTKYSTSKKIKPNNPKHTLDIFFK
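10 nM Pol kappa preincubated 15 min at room temperature with compounds, then reaction started with substrate at 50 nM final. Fluorescence read kinetically at 0 and 10 min; buffer-only wells served as negative control.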
APEX1 inh: blocks human APE1 abasic DNA cleavage | P27695 | recombinant APE1, TAMRA/BHQ-2 abasic DNA cleavage fluorescence | Potency, µM (highest dose often 65.8 µM), for inactives: at the highest dose activity change, negative = inhibition, hits mostly inhibitors | 350,000 tested, 0.35% active | AID 2517;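 also: plate controls were vehicle for no effect and reference inhibitor for full effect; nearly all actives have a fitted effect of over 55% in size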
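0.75 nM APE1 + cpd, 15 min RT; start w/ 50 nM TAMRA/BHQ-2 THF-abasic dsDNA; kinetic fluor 525/598 nm ×3 reads @60 s; Δ(read3−read1); normalized to DMSO and NSC13755 control wells.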
BAZ2B inh: BAZ2B (human) inhibition | AID 504333 | 360,000 tested, 4.4% active | Potency, µM (top dose mostly 114 µM), for the others: at the top dose activity change, negative = inhibition, hits mostly inhibitors | Q9UIF8 | AlphaScreen BAZ2B-H3K14Ac peptide displacement; also: % is scaled to controls: 0 for no effect and ±100 for the full control effect; nearly all actives have a fitted effect of over 60% in size
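Protein-peptide AlphaScreen: BAZ2B 50 nM, b-H3K14Ac 50 nM, 1x PBS pH 7.4 + 0.01% Tween-20. Preincubation 30 min RT; cpd 30 min RT (top 110 uM); beads 20 min RT, light-protected.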
Anesthetic bind: candidate novel general anesthetic via apoferritin binding; apoferritin/1-aminoanthracene competitive binding, fluorescence; Potency, µM (highest dose often 77.5 µM), without a hit: at the highest dose activity change, negative = displacement, usual class: inhibitors; 350,000 tested, 0.074% active; AID 485281; also: % is scaled to controls: 0 for no effect and ±100 for the full control effect; nearly all actives have a fitted effect of over 20% in size
Target sequence (P02791 2-175 limits assumed): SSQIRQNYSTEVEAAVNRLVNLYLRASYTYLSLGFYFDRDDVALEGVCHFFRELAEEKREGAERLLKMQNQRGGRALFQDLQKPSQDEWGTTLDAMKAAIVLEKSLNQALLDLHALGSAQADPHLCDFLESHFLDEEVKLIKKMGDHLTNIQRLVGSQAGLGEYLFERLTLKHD
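Probe: 1-aminoanthracene (50% saturated, PBS). Protein: horse-spleen apoferritin, 10 uM. Incubation: 10 min, room temperature. Detection: 380 nm excitation, 535 nm emission. Analysis: normalized response, four-parameter Hill.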
G9a block: inhibitors of human histone lysine methyltransferase G9a; AID 504332; G9a H3K9 monomethylation, AlphaScreen, 2 h; Potency, µM (doses to about 102 µM), without a hit: at the highest dose activity, negative = inhibition, usual class: inhibitors; 350,000 tested, 8.8% active; also: % is scaled to controls: 0 for no effect and ±100 for the full control effect; nearly all actives have a fitted effect of over 75% in size
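AlphaScreen detection with an anti-monomethyl H3K9 antibody quantified product after a 2 h room-temperature reaction containing 500 nM biotinylated H3K9 peptide, 20 µM SAM and 20 nM enzyme, which had been preincubated 15 min with compound.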
BLM helicase inh: Bloom syndrome helicase (human) inhibition | P54132 | recombinant BLM DNA unwinding, fluorescence dequenching | 350,000 tested, 0.2% active | AID 2528 | Potency, µM (series often up to 56.1 µM), for inactives: at the top dose activity change, negative = inhibition, usual class: inhibitors;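 also: plate controls were vehicle for no effect and no enzyme for full effect; nearly all actives have a fitted effect of over 35% in size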
POLH inh: DNA polymerase eta (human) inhibition; recombinant Pol eta, fluorescent DNA replication assay; Potency, µM (highest dose often 114 µM), for the others: top-dose activity change, negative = inhibition, most hits filed as inhibitors; 390,000 tested, 1.2% active; AID 588591; also: % is scaled to controls: 0 for no effect and ±100 for the full control effect
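Fluorescent replication assay: 50 nM final substrate added after a 15 min room-temperature compound preincubation with 10 nM enzyme. Signal taken at 0 min and again at 10 min.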
Pol iota inh: blocks human DNA polymerase iota activity; Q9UNA4; Pol iota fluorescent replication assay, 10 min; Potency, µM (doses to about 115 µM), for inactives: at the highest dose activity, negative = inhibition, most hits filed as inhibitors; AID 588590; 390,000 tested, 1% active
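Pol iota at 10 nM preincubated 15 min with compounds at room temperature; reaction started with fluorescent substrate, 50 nM final. Fluorescence read kinetically at 0 and 10 min; buffer-only wells as negative control.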
Pol beta inh: inhibitors of human DNA polymerase beta; 340,000 tested, 1.3% active; Potency, µM (doses to about 114 µM), for the others: at the top dose activity change, negative = inhibition, usual class: inhibitors; Pol beta primer extension/strand displacement, fluorescence kinetic; AID 485314; also: % is scaled to controls: 0 for no effect and ±100 for the full control effect
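Pol beta (10 nM) and compounds were preincubated 15 min at room temperature, then 50 nM substrate (final) started primer extension/strand displacement. Reads were taken at 0 and 10 min; concentration-response data were fitted to a four-parameter Hill equation.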
* = called active by the depositor; ? = inconclusive; / = not tested or not shown; & = joins results of further samples; [ ] = remark or other dose. Calls follow the shape of the dose curve; as a rule, active = well fitted curve in the direction sought with a large enough effect; inconclusive = small, poorly fitted or top-dose-only effect, or another doubt; inactive = no such curve, though single readings can be large; an effect the other way counts as inactive or inconclusive. Potency is read from the fitted curve at half-maximal effect.

1	Cc1ccccc1NC(=O)C1CC(=O)n2ncnc2N1 (stereo not drawn)
2	Clc1ccc(-c2csc3ncnc(Cl)c23)cc1
3	C=CCC1(C(=O)NCCO)CCN(C(=O)OC(C)(C)C)CC1
4	Cc1ccc(OC2=NS(=O)(=O)c3ccccc32)cc1
5	COc1cc(C)c(C(=O)Oc2cc(C)c(C(=O)O)c(O)c2)c(O)c1
6	O=C(O)c1cc(-c2ccccc2)n(-c2ccc(Cl)cc2Cl)n1
7	O=C(Cc1ccccc1)Nc1c(C(=O)N2CCN(c3ccc(F)cc3)CC2)oc2ccccc12
8	Clc1ccc(-c2noc(/C=C/c3ccccc3)n2)cc1
9	O=C(NCCc1ccc(Cl)cc1)c1ccc2c(c1)N(Cc1ccccc1)C(=O)CS2
10	Cn1nc(C(=O)NCc2ccco2)c2ccccc2c1=O

Screen / compound no.	1	2	3	4	5	6	7	8	9	10
Pol kappa inh	3%	0%	-2%	-10%	-2%	-4%	2%	6%	-6%[60.1 µM]	-7%
APEX1 inh	8%	-1%	-9%	10%	0%	6%	/	1%	/	-2%
BAZ2B inh	-18%	3%	-8%	?	-22%	-1%	-20%[57.1 µM]	16%	2%	-28%
Anesthetic bind	-14%	-12%	-7%	?	-11%	-1%	35%[activator]	-7%	-1%	5%
G9a block	45µM*	-5%[59 µM]	/	?	25%[12.7 µM]	11%	-28%[59 µM]	38%	4%[59 µM]	-4%[59 µM]
BLM helicase inh	-3%	-6%	-2%	-10%	-2%	-2%	-8%	-3%	-6%	-7%
POLH inh	-16%	-21%	2%	0%	-6%	-7%	-3%	2%	-21%	1%
Pol iota inh	32%	39%[activator]	3%	-1%	-19%	123%[activator]	-4%	8%	13%	115%[activator]
Pol beta inh	-1%	15%	82%	0%	?	14%	1%	11%	13%	1%

11	COCCNC(=S)N/N=C1\CC(C)CC(C)(C)C1 (stereo not drawn)
12	O=C(NN(c1ccccc1)c1ccccc1)c1ccccc1F
13	COc1ccc(-c2csc3ncn(-c4ccccc4OC)c(=O)c23)cc1OC
14	CCc1ccccc1NC(=O)CC(=O)Nc1ccccc1CC
15	O=C(NCc1ccco1)C1CCCN(c2ncnc3c2nc2n3CCCCC2)C1 (stereo not drawn)
16	Cc1ccc(F)cc1NC(=O)c1cccc2nccnc12
17	CCC(C)N(CCNC(=O)CC1Oc2ccccc2NC1=O)C1CCCCC1 (stereo not drawn)
18	Cc1nonc1NC(=O)CSc1nc2ccccc2o1
19	O=C(CCNC(=O)c1ccc(Br)cc1)Nc1cccc(S(=O)(=O)N2CCCCC2)c1
20	Cc1ccc(O)c(C2=NOC(O)(C(F)(F)F)C2)c1 (stereo not drawn)

Screen / compound no.	11	12	13	14	15	16	17	18	19	20
Pol kappa inh	-7%	-15%	-7%	1%	0%	-6%	4%	-12%	-5%	-16%
APEX1 inh	0%	6%	-3%	3%	25%	-2%	2%	18%	-4%	9%
BAZ2B inh	?	3%	?	11%	-16%	-3%	8%	-15%	4%	-9%
Anesthetic bind	-8%	-3%	-14%	-21%	-6%	-5%	-6%	1%	/	-17%
G9a block	50µM*	19%	22%[59 µM]	/	19%	-9%[12.7 µM]	50µM*	-5%	?	?
BLM helicase inh	-4%	1%	-5%	0%	-1%	1%	6%	-3%	/	-4%
POLH inh	-4%	-11%	-18%	-13%	-19%	-2%	-22%	-11%	-18%	-14%
Pol iota inh	105%[activator]	53%[activator]	-4%	116%[activator]	29%	26%	22%	62%[activator]	-16%	6%
Pol beta inh	23%	43%	22%	28%	4%	-30%	3%	11%	/	8%

Compounds listed so far that have a furan ring, fused or not:
7	O=C(Cc1ccccc1)Nc1c(C(=O)N2CCN(c3ccc(F)cc3)CC2)oc2ccccc12
10	Cn1nc(C(=O)NCc2ccco2)c2ccccc2c1=O
15	O=C(NCc1ccco1)C1CCCN(c2ncnc3c2nc2n3CCCCC2)C1 (stereo not drawn)

Screen / compound no.	7	10	15
Pol kappa inh	2%	-7%	0%
APEX1 inh	/	-2%	25%
BAZ2B inh	-20%[57.1 µM]	-28%	-16%
Anesthetic bind	35%[activator]	5%	-6%
G9a block	-28%[59 µM]	-4%[59 µM]	19%
BLM helicase inh	-8%	-7%	-1%
POLH inh	-3%	1%	-19%
Pol iota inh	-4%	115%[activator]	29%
Pol beta inh	1%	1%	4%

(list continues)
21	Cc1cc(Cl)ccc1N=Cc1c(O)n(C)c(=O)n(C)c1=O
22	O=C(CSc1ncn[nH]1)NN(c1ccccc1)c1ccccc1
23	Cc1cc(C(=O)Nc2ccc3[nH]ccc3c2)no1
24	Cc1cc(Br)ccc1NC(=O)CCS(=O)(=O)c1cccc2nsnc12
25	CCOc1ccc(C(C)=O)cc1COC(=O)CNC(=O)C12CC3CC(CC(C3)C1)C2
26	Cc1ccc(CC(=O)Nc2nccs2)cc1C
27	COc1cc(CO)cc(Br)c1OCc1cccnc1
28	CCn1cc(C(=O)NCCN(CC(C)C)CC(C)C)c(=O)c2cc(S(=O)(=O)N3CCOCC3)ccc21
29	O=C(NN1C(=O)C2C3c4ccccc4C(c4ccccc43)C2C1=O)c1ccc(Cl)cc1 (stereo not drawn)
30	CS(=O)(=O)c1cccc(S(=O)(=O)N2CCCCCC2)c1

Screen / compound no.	21	22	23	24	25	26	27	28	29	30
Pol kappa inh	/	6%	-1%	-23%	8%	5%	-19%	-15%	-8%	-10%
APEX1 inh	3%	4%	3%	/	-11%	4%	4%	0%	-1%	-5%
BAZ2B inh	/	2%	-5%	-21%	/	-12%	-2%	-8%	-31%	1%
Anesthetic bind	-8%	-4%	-4%	-9%	/	8%	-12%	-1%	-4%	-10%
G9a block	11%[59 µM]	-1%[59 µM]	-33%	?	/	42%	-8%	-4%	?	41%
BLM helicase inh	-1%	-2%	-4%	1%	/	-5%	-1%	-4%	5%	-1%
POLH inh	/	-6%	0%	-11%	?	-14%	6%	-11%	-5%	-15%
Pol iota inh	/	22%	179%[activator]	45%[activator]	6%	16%	18%	17%	16%	15%
Pol beta inh	-16%	1%	27%	18%	/	16%	16%	5%	-16%	-1%

Continuation.
Codes – A = Pol kappa inh; B = APEX1 inh; C = BAZ2B inh; D = Anesthetic bind; E = G9a block; F = BLM helicase inh; G = POLH inh; H = Pol iota inh; I = Pol beta inh
31) CCCC(C)NNC(=O)c1cc2ccccc2[nH]1 (stereo not drawn)
  A: -9%; B: -2%; C: -8%; D: -13%; E: -15%[12.7 µM]; F: -3%; G: -11%; H: 10%[58.9 µM]; I: 36%
32) O=C(c1ccco1)N1CCc2ccccc21
  A: 0%; B: -2%; C: 17%; D: ?; E: -7%; F: -2%; G: 2%; H: 18%; I: 1%
33) C=CCSC1=NC(=O)/C(=C/c2cccs2)S1
  A: -20%; B: 0%; C: -36%; D: -1%; E: -18%[59 µM]; F: -2%; G: -8%; H: 7%; I: -3%
34) Cc1cc(C)nc(NC(=O)c2cnc3sccn3c2=O)n1
  A: -5%; B: -4%; C: 7%; D: 17%; E: -17%[59 µM]; F: 3%; G: -15%; H: 12%; I: -24%
35) CC(=O)Cn1cnc2c(cnn2-c2ccc(C)c(C)c2)c1=O
  A: -2%; B: -9%; C: -4%; D: 4%; E: -1%; F: -2%; G: -16%; H: 16%; I: -16%
36) Cc1ccc2c(c1)c(CC(=O)Nc1ccc(C)c(F)c1)c(C(=O)O)n2C
  A: -7%&1%; B: 12%; C: -16%&-4%; D: -2%&-8%; E: -29%[59 µM]; F: -1%&-1%; G: -20%&2%; H: 12%&1%; I: -23%&-3%
37) COc1cccc(C(=O)Cn2c(Br)nc3c2c(=O)n(C)c(=O)n3C)c1
  A: -16%; B: 4%; C: -22%; D: -9%; E: -8%[59 µM]; F: 1%; G: 0%; H: 15%; I: -7%
38) CCC1CN(C(=O)NCc2ccccc2)c2cc(C)ccc2O1 (stereo not drawn)
  A: -9%&-5%; B: 30%; C: 5%&-21%; D: 7%&4%; E: 21%; F: -5%&-14%; G: -23%&3%; H: 147%[activator]; I: 18%&8%
39) CCC1CCCCN1C(=O)CCCc1ccccc1 (stereo not drawn)
  A: -7%; B: 20%; C: -2%; D: 0%; E: 28%; F: -5%; G: -1%; H: 6%; I: 26%
40) O=C(COC(=O)CC1Sc2ccccc2NC1=O)NCc1ccccc1 (stereo not drawn)
  A: 1%; B: 28%; C: -9%; D: /; E: ?; F: /; G: -16%; H: ?; I: /
41) O=C(CC1SC(=O)N(Cc2ccccc2)C1=O)Nc1nccs1 (stereo not drawn)
  A: -8%; B: 0%; C: -8%; D: 4%; E: 29%[59 µM]; F: 3%; G: -7%; H: 18%; I: 39%

Profiles, quoted from the list. Screens in order: Pol kappa inh, APEX1 inh, BAZ2B inh, Anesthetic bind, G9a block, BLM helicase inh, POLH inh, Pol iota inh, Pol beta inh
`Cc1cc(C)nc(NC(=O)c2cnc3sccn3c2=O)n1` is listed with -5%, -4%, 7%, 17%, -17%[59 µM], 3%, -15%, 12%, -24%
`CCC1CCCCN1C(=O)CCCc1ccccc1` (stereo not drawn) is listed with -7%, 20%, -2%, 0%, 28%, -5%, -1%, 6%, 26%

Bioassay records from PubChem BioAssay.

The list is partial (hit frequency here may not be typical).
